Screens as filed in PubChem BioAssay.
GPR55 beta-arrestin = GPR55 agonists via beta-arrestin recruitment, primary screen, imaging, U2OS cells, beta-arrestin-GFP redistribution (AID 1961); U2OS GPR55 beta-arrestin-GFP redistribution imaging; higher % means a stronger effect; actives 0.048% (n = 290,000); activation, % at 10 µM, or EC50 in µM where a hit was titrated; G-protein coupled receptor 55 (Homo sapiens);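 active = activation above 40% with more than 50 cells counted in the well; inconclusive = wells holding fewer than 50 cells, flagged as toxic or sparse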;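 note: U2OS osteosarcoma cells stably expressing GPR55 and beta-arrestin-GFP; plate controls were DMSO negative control for no effect and LPI positive control for full effect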
KOR beta-arrestin-1 = KOR agonists, beta-arrestin recruitment, primary screen, cell-based, luminescence, uHTS (AID 1777); Kappa-type opioid receptor (Homo sapiens); KOR beta-arrestin recruitment, luminescence; higher % means a stronger effect; activation, % at 10 µM, or EC50 in µM where a hit was titrated; actives 0.02% (n = 280,000); in the data active = activation above about 50%, passing the limit was not always enough; note: a part of the inactive calls stands beside numbers as strong as those of hits
GPR55 LPI antagonism = GPR55 antagonists blocking LPI-driven arrestin recruitment, primary screen, imaging, U2OS, beta-arrestin-GFP, LPI agonist (AID 2013) | G-protein coupled receptor 55 (Homo sapiens) | U2OS GPR55 beta-arrestin-GFP translocation imaging, LPI antagonism; higher % means a stronger effect | inhibition, % at 10 µM, or IC50 in µM where a hit was titrated | actives 0.13% (n = 290,000);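 active = spots per cell inhibited over 60%, with over 100 cells counted and total cytoplasm intensity under 500,000; inconclusive = wells with under 100 cells, flagged as likely toxic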;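 note: U2OS cells stably carrying GPR55 and arrestin-GFP stimulated by 5 µM LPI near EC80; imaged beta-arrestin-GFP aggregate spots per cell after agonist stimulation; plate controls were LPI-stimulated DMSO wells for no effect and DMSO wells without LPI for full effect; some results filed as inactive read as strong as hits; confirmed hits need IC50 under 10 µM and bright autofluorescent wells are also inconclusive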
SIAH1 antagonists = Siah-1 peptide-binding antagonists, primary screen, biochemical, fluorescence polarization, rhodamine-plectin, uHTS (AID 1817); Siah-1 / rhodamine-plectin peptide fluorescence polarization; higher % means a stronger effect; actives 0.02% (n = 290,000); E3 ubiquitin-protein ligase SIAH1 (Homo sapiens); displacement, % at 20 µM; hits with a dose series show IC50 in µM;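 active = displacement of at least 50% at 20 µM, with a fluorescence ratio check between 0.3 and a set limit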;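 note: plate controls were Siah plus tracer with DMSO for no effect and tracer alone without Siah for full effect; strong numbers were not always called active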
HIV peptide binding = inhibitors of HIV fusion peptide binding, primary screen, biochemical, uHTS, fluorescence dequenching (AID 1986). cell-free peptide binding, fluorescence dequenching, 30 min; higher % means a stronger effect. inhibition, % at 20 µM, or IC50 in µM where a hit was titrated. actives 0.3% (n = 290,000); in the data active = inhibition mostly above about 52%, no sharp cut-off; inactive = mostly below about 76%; note: some results filed as inactive read as strong as hits
AID2073 = inhibitors of Mint1-CaV2.2 protein interaction, biochemical, HTRF (AID 2073). HTRF protein-protein interaction, Mint1-CaV2.2; higher % means a stronger effect. Voltage-dependent N-type calcium channel subunit alpha-1B (Homo sapiens). actives 0.19% (n = 290,000). one-dose inhibition, % at 20 µM; IC50 in µM for titrated hits; in the data active = inhibition mostly above about 51%, no sharp cut-off; inconclusive = no clear call, values can overlap the other calls; inactive = mostly below about 53%; note: some results filed as inactive read as strong as hits
KOR beta-arrestin-2 = KOR antagonists, beta-arrestin recruitment, cell-based, luminescence, uHTS (AID 1778); KOR beta-arrestin recruitment, luminescence, antagonist mode; higher % means a stronger effect; actives 0.091% (n = 290,000); Kappa-type opioid receptor (Homo sapiens); one-dose inhibition, % at 10 µM; IC50 in µM for titrated hits; in the data active = inhibition above about 50%; note: strong numbers were not always called active
NOD1 NF-kB reporter = NOD1 signaling inhibitors, primary screen, cell-based, luminescence, uHTS (AID 1578); NOD1-driven NF-kB luciferase reporter cells, luminescence; higher % means a stronger effect; inhibition, % at 4 µM, or EC50 in µM where a hit was titrated; actives 1% (n = 290,000); in the data active = inhibition mostly above about 36%, no sharp cut-off; inactive = mostly below about 34%;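 note: HEK-293T reporter cells stimulated with the NOD1 agonist gamma-tri-DAP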
GPR35 arrestin U2OS = GPR35 antagonists blocking zaprinast-driven arrestin recruitment, primary screen, imaging, U2OS, beta-arrestin-GFP, zaprinast agonist (AID 2058) | G-protein coupled receptor 35 (Homo sapiens) | inhibition, % at 10 µM; hits with a dose series show IC50 in µM | U2OS GPR35 beta-arrestin-GFP translocation imaging, zaprinast antagonism; higher % means a stronger effect | actives 0.052% (n = 290,000);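 active = inhibition of at least 50% with at least 30 cells and total cytoplasm GFP at most 10,000,000; inconclusive = under 30 cells or total GFP of 10,000,000 plus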
The depositor's hits bear a star; ? = inconclusive; nt = not tested or not shown; [ ] = another dose, or the depositor's remark. This is a subset (hit frequency here may not be typical).

cpd	Structure	GPR55 beta-arrestin	KOR beta-arrestin-1	GPR55 LPI antagonism	SIAH1 antagonists	HIV peptide binding	AID2073	KOR beta-arrestin-2	NOD1 NF-kB reporter	GPR35 arrestin U2OS
1	CCOC(=O)C1CCCN(c2c(NCCc3ccccc3)c(=O)c2=O)C1 (configuration not stated)	0.3%	-2.6%	7%	3%	0.3%	6%	-10%	-12%	-3%
2	CCc1ccc(C(=O)NC(CCSC)C(=O)O)cc1 (configuration not stated)	0.1%	-1.0%	12%	0%	-1.2%	-7%	nt	-30%	3%
3	S=C(NCCc1ccncc1)Nc1cccc2ccccc12	-0.1%	0.0%	-10%	1%	1.2%	-4%	1%	-35%	-6%
4	CCCCn1c(-c2ccccc2)nnc1-c1ccccc1	-0.1%	-2.5%	6%	-1%	-1.0%	-11%	-44%	-4%	-11%
5	COc1ccc(N2CCCn3c2nc2c3c(=O)n(Cc3ccccc3)c(=O)n2C)c(OC)c1	0.2%	nt	10%	0%	-0.3%	-5%	18%[20 µM]	-34%	-7%
6	O=C(Nc1ccc(N2CCCC2)cc1)c1cccc(F)c1	0.5%	-3.7%	-8%	4%	-1.5%	-25%	28%	-27%	-10%
7	CN(C)c1ccc(C(=S)N2CCNCC2)cc1	0.5%	-0.2%	7%	-5%	-1.6%	-11%	22%	-31%	13%
8	COc1ccc(O)c(/C=N/c2nc3ccccc3n2C)c1	2.4%	-2.7%	5%	11%	1.2%	5%	10%	-4%	-7%
9	CN(C)c1ccc(C(=O)c2ccc(N(C)C)c3ccccc23)cc1	0.7%	6.1%	-3%	1%	-2.5%	0%	-166%	-4%	8%
10	COc1ccc(C(CC(=O)NCC(OC)OC)NS(=O)(=O)c2ccc(Cl)cc2)cc1 (configuration not stated)	0.2%	0.2%	5%	8%	0.3%	-5%	3%	-15%	-10%
11	O=C1CC(c2cccc(Cl)c2)c2cc3c(cc2N1)CCC3 (configuration not stated)	-0.3%	-1.3%	-6%	1%	-1.7%	-2%	19%	7%	-2%
12	Cc1cc(NC(=O)c2cc(-c3ccccn3)nc3ccccc23)no1	-0.2%	-8.2%	8%	3%	7.2%	0%	8%	-3%	-16%
13	CC(C)CCOCC1CC2(CC(C)(c3csc(N)n3)OC2=O)C(=O)O1 (configuration not stated)	-0.1%	7.0%	5%	-2%	1.6%	30%	-9%	15%	-12%
14	Cc1ccc(S(=O)(=O)Nc2nc(C)c(NC(=O)OCCCl)s2)cc1	0.1%	0.6%	1%	-2%	1.5%	0%	-2%	-14%	8%
15	O=C1C(CCS(=O)c2ccccc2)C(=O)N(c2ccccc2)N1c1ccccc1 (configuration not stated)	0.2%	-1.6%	0%	6%	9.7%	-68%	5%	-23%	-8%
16	CCSc1nc2sc3c(c2c(=O)[nH]1)CC(C)(C)OC3	0.2%	0.9%	0%	-7%	1.4%	11%	-8%	26%	6%
17	CCCC(C(=O)NCCC(C)C)N(Cc1ccccc1Cl)C(=O)c1snc(C(N)=O)c1N (configuration not stated)	-0.1%	1.3%	8%	-1%	0.8%	-10%	5%	-12%	-3%
18	Cc1cc2[nH]c(=O)c(=O)[nH]c2cc1S(=O)(=O)NC1CCC(C)CC1 (configuration not stated)	-0.1%	-4.8%	6%	6%	0.4%	23%	4%	-32%	-17%
19	COc1ccccc1Nc1nc2c(C)cccc2cc1C#N	0.2%	3.6%	3%	-1%	5.7%	26%	-38%	-17%	-9%
20	C=C(C)C(=O)N1CC2(CC(c3cccc(NC(=O)/C=C\C=C/C)c3)=NO2)C[C@H]1C(N)=O (some centres not stated)	-0.1%	-1.8%	-9%	0%	2.4%	45%	32%	-6%	-13%
21	Cc1ccc(NC(=O)NCC2CCN(Cc3cccc(Cl)c3)CC2)cc1Cl	0.6%	1.2%	12%	-3%	-0.5%	-2%	-12%	-24%	-8%
22	O=c1cc(CN2CCN(c3ccccc3O)CC2)nc2sccn12	-0.1%	-7.2%	4%	-4%	-1.1%	-7%	-11%	-12%	7%
23	CCOc1cc2[nH]c(=S)n(CCCN3CCCC3=O)c(=O)c2cc1OCC	0.6%	-2.1%	-1%	-2%	-2.5%	-46%	-7%	-23%	-15%
24	O=c1[nH]c(CSc2nnc3ccccn23)nc2cc(C(F)(F)F)ccc12	0.2%	1.5%	-2%	-2%	-0.4%	11%	-26%[20 µM]	8%	5%
25	CCn1nnc(-c2ccccc2NS(=O)(=O)c2ccc(S(=O)(=O)N3CCCCCC3)cc2)n1	1.1%	2.0%	17%	-2%	-7.3%	4%	-27%	8%	-5%
26	CC(C)(C)OC(=O)N1CCN(c2ccc(CNC(=O)c3ccc(Cl)cc3)cc2)CC1	-0.1%	-0.1%	5%	1%	-3.2%	-2%	-5%	37%	4%
27	Cn1c(N)c(C(=O)NCc2ccccc2Cl)sc1=S	-0.1%	-0.3%	4%	-2%	-1.7%	-23%	-12%	-16%	8%
28	COc1ccc([N+](=O)[O-])cc1NC(=O)C1CCCO1 (configuration not stated)	-0.2%	-5.5%	11%	-1%	-2.0%	-7%	17%	-14%	0%
29	Cn1c2ccc(F)cc2c2ncn(Cc3ccco3)c(=O)c21	-0.1%	-2.0%	2%	-4%	-2.6%	12%	-50%	11%	1%
30	O=C(c1cc2n(n1)C(C(F)(F)F)CC(c1ccc(F)cc1)N2)N1CCCC1 (configuration not stated)	0.0%	1.1%	16%	1%	2.7%	33%	-27%	14%	10%
31	COC(=O)C1=C(C)N(CCc2ccc(OC)c(OC)c2)C(=O)C1	-0.1%	-2.6%	-5%	-4%	-0.9%	?	15%	-6%	-5%
32	Cc1ccc(CN2CCNC(=O)C2CC(=O)NC2CCCCCC2)cc1 (configuration not stated)	-0.1%	-2.5%	5%	-2%	-0.6%	4%	11%	-8%	-24%
33	COc1ccc(/C=C/C(=O)NC(=S)NNC(=O)[C@H]2C[C@@H]2c2ccccc2)cc1OC	-0.1%	4.9%	2%	-14%	-1.9%	0%	16%	-10%	-5%
34	Cc1cccc(Sc2c([N+](=O)[O-])ncn2C)n1	0.0%	0.7%	12%	2%	0.0%	28%	-6%	0%	12%
35	CN1Cc2c(N3CCOCC3)nc3sc(C(=O)c4ccc(Br)cc4)c(N)c3c2CC1(C)C	-0.1%	3.0%	3.9µM*	-8%	-5.7%	-25%	-14%	9%	6%
36	COc1ccc(NC(=O)C/C(C)=N/NC(=O)CCc2ccccc2)c(OC)c1	0.5%	8.3%	3%	-4%	-0.5%	4%	-23%	58%	-12%
37	O=C(OCc1cccc([N+](=O)[O-])c1)c1cc2ccccc2oc1=O	-0.2%	-3.0%	-4%	1%	2.5%	6%	23%[20 µM]	-6%	4%
38	COc1ccc(C)cc1S(=O)(=O)N(C)CC(=O)N1CCCC1	0.0%	-4.5%	-1%	0%	-0.3%	0%	-27%[20 µM]	-21%	-3%
39	CC(C)c1ccc(NC(=O)c2cc([N+](=O)[O-])ccc2N2CCOCC2)cc1	0.3%	-2.5%	17%	9%	-2.0%	7%	24%	-21%	-7%
40	CCc1ccc2oc(C(=O)N3CCN(C)CC3)cc(=O)c2c1	0.0%	-0.6%	6%	5%	0.1%	6%	-5%	-8%	12%
41	CCN(CC)c1ccc(NC(=O)c2cnccn2)cc1S(=O)(=O)Nc1ccc(OC)cc1	-0.8%	4.6%	-8%	4%	0.2%	11%	2%	2%	0%
42	CN(CC(=O)OCC(N)=O)S(=O)(=O)c1ccc(Cl)cc1	0.5%	-4.9%	9%	-1%	0.9%	-1%	-4%	-22%	-7%
43	Cc1nc2c(s1)sc1ccccc12	-0.1%	4.1%	-10%	2%	0.3%	-1%	0%	9%	2%
44	CC(C)(C)C(=O)Nc1nnc(SCC(=O)NCc2ccco2)s1	-0.2%	-2.1%	1%	0%	3.5%	16%	25%	-24%	5%
45	COc1ccc(C)cc1NC(=O)C1CCCN(S(=O)(=O)c2cnc[nH]2)C1 (configuration not stated)	-0.1%	-0.2%	2%	-4%	-0.6%	-7%	-12%	-3%	-15%
46	O=C(CC(c1ccccc1)(c1ccccc1)c1ccccc1)N[C@@H](Cc1ccccc1)C(=O)O	-0.2%	-4.6%	1%	3%	10%	14%	-16%	-28%	5%
47	CO/N=C(\C(=O)O)c1csc(NN=C(C)C)n1	0.6%	0.8%	8%	14%	-2.7%	-4%	-14%	-34%	2%
48	COCCCn1c(SCC(=O)Nc2ccc3c(c2)OCCO3)nnc1-c1ccoc1C	-0.1%	15%	4%	0%	1.4%	-4%	3%	-16%	-3%
49	CCCCc1c(O)nc(SCC(=O)NCCc2ccc(OC)c(OC)c2)[nH]c1=O	0.2%	0.3%	10%	-1%	-3.1%	-4%	4%	2%	-4%
50	C=CCNC(=S)Nc1sc2c(c1C(=O)OCC)CCN(C(=O)OCC)C2	-0.2%	4.2%	11%	-1%	-2.6%	-37%	-11%	-7%	-7%
51	CN(C)CC(C)(C)CNS(=O)(=O)c1ccc(Cl)s1	-0.3%	-9.5%	3%	5%	-1.0%	-4%	-4%	-25%	-8%
52	CCCCOCCCNC(=O)c1ccc([N+](=O)[O-])c(C)c1	-0.2%	-1.4%	10%	2%	-1.4%	-3%	1%	-15%	-1%
53	CN(C(=O)CS(=O)(=O)c1cccc(Cl)c1)c1ccccc1	-0.1%	2.5%	-5%	-1%	0.5%	4%	-20%[20 µM]	-8%	-6%
54	Cc1cc(C)c(S(=O)(=O)N2CCC(C(=O)NCc3ccc(Cl)cc3Cl)CC2)c(C)c1	-0.1%	-1.7%	5%	-1%	-1.9%	-4%	5%	4%	-5%
55	COc1cccc(-n2c(C)nc3c(cnn3-c3ccc(C)cc3)c2=O)c1	-0.1%	-0.6%	10%	4%	0.9%	3%	1%	-2%	-5%
56	Cc1cc(C(=O)NCc2ccc(F)cc2)c2ccccc2n1	nt	0.7%	-7%	22%	-1.8%	8%	-12%	-18%	-2%
57	O=C(Nc1ccccn1)Nc1cccs1	-0.1%	-0.1%	15%	-6%	-0.4%	6%	20%	-7%	1%
58	CCOCCCNC(=O)CCCn1nc(C)n2c(cc3sccc32)c1=O	-0.1%	0.1%	-2%	4%	3.2%	-4%	-12%	-9%	7%
59	CS(=O)(=O)N(CC(=O)N1CCN(c2ccc(F)cc2)CC1)C1CCCCC1	-0.3%	4.5%	-6%	0%	-2.8%	-8%	-44%	nt	8%
